EP2 mod: EP2 receptor (human) modulation. P43116. EP2-expressing cells, cAMP HTRF FRET, PGE2 co-stimulation. induction, % at 25 µM. hit rate 0.83% among 260,000. AID 940;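 active means compounds whose cAMP rise, as percent of the full-agonist control response, exceeds 60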;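 further: rat C6 glioma line stably carrying human EP2 under a CMV promoter; the protocol text gives 20 µM as final concentration; 100% = response of wells given 1 µM PGE2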
Target sequence (P43116 whole entry, looked up): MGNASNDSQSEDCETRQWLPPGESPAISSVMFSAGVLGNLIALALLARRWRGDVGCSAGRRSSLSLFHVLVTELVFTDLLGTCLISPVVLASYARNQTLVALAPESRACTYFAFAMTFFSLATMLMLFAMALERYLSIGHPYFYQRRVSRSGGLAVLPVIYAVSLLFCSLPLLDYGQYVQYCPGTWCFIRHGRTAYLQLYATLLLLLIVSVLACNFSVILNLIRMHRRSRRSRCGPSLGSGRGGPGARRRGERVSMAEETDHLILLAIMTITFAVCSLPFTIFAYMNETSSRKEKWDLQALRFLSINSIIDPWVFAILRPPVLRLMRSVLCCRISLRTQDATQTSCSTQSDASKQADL
L929 necroptosis: blocks zVAD induced death of L929 cells; L929 zVAD necroptosis rescue, ATP luminescence, 24 h; with zVAD 60 µM; AID 1377; viability rescue, % at 10 µM; hit rate 0.38% among 220,000;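 active means activation, scaled between plate controls, above about 75%, limit read from the data; inactive means activation under that limit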;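 further: 0% = zVAD with DMSO and 100% = DMSO alone without zVAD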
Calpain2 inh: blocks pig calpain II enzyme activity | purified calpain II, fluorogenic peptide substrate, 30 min | inhibition, % at 16 µM | hit rate 0.37% among 220,000 | AID 1236;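 active means inhibition above about 50%, limit read from the data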
14-3-3 Bad PPI: disrupts binding of bovine 14-3-3 zeta to phospho-Bad peptide. inhibition, % at 21.7 µM. TR-FRET 14-3-3zeta/Dy647-pBad peptide displacement, 1 h. P63103. AID 781. hit rate 0.71% among 220,000;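 active means inhibition above about 70%, limit read from the data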;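 further: 0% = full 14-3-3 plus peptide FRET controls and 100% = background without 14-3-3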
Rad51 HR inh: Rad51 (human) homologous recombination inhibition; Q06609; hRad51 DNA strand exchange, fluorescence dequenching; inhibition, % at 10 µM; hit rate 0.085% among 200,000;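 active means inhibition above 40% at the single screening dose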;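 further: 0% = DMSO control wells and 100% = blanks with heterologous ssDNA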
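System: hRad51 filaments on single-stranded DNA; reagent: Fluorescein- and BHQ1-tagged 47-mer duplex; compound dosing: one concentration, 10 µM final; timing: filaments 15 min 37 °C, then compound 30 min; measured by: fluorescein emission 520 nm, excitation 485 nm; benchmarks: per-plate controls and blanks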
PGE2 EP2 inh: inhibitors of human EP2 prostaglandin E2 receptor; C6 glioma cells expressing human EP2, cAMP TR-FRET; cells stimulated with saturating PGE2; hit rate 0.52% among 260,000; P43116; inhibition, % at 25 µM;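 active means percent inhibition above 40 after rounding to a whole number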;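 further: rat C6 glioma host cells with rolipram phosphodiesterase inhibitor present; the protocol text gives 20 µM as final concentration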
eIF4E 4G PPI: eIF4E/eIF4G interaction inhibition in translation initiation. hit rate 0.37% among 220,000. P63073+Q04637. inhibition, % at 21.7 µM. TR-FRET eIF4E-eIF4GI(517-606) binding, 2 h;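 active means inhibition above about 30%, limit read from the data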;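 further: 0% = full FRET control wells and 100% = background wells lacking eIF4GI fragment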
TbHK1 inh: blocks Trypanosoma brucei hexokinase 1 activity; recombinant TbHK1, G6PDH-coupled NADH A340; inhibition, % at 10 µM; hit rate 0.11% among 220,000; AID 1430;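 active means inhibition of 50% or more in the single-dose primary screen; inactive means inhibition below 50%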
Hck Nef HTS: human Hck-Nef kinase inhibition; hit rate 0.68% among 220,000; inhibition, % at 20 µM; Recombinant Hck-YEEI plus Nef, Z-Lyte FRET kinase assay; AID 463187; P08631;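 active means Hck-Nef kinase inhibition above about 50%, limit read from the data; inactive means inhibition below that limit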;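 further: 0% = DMSO with Hck plus Nef and 100% = Hck alone without Nef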
Target sequence (P08631 whole entry, looked up): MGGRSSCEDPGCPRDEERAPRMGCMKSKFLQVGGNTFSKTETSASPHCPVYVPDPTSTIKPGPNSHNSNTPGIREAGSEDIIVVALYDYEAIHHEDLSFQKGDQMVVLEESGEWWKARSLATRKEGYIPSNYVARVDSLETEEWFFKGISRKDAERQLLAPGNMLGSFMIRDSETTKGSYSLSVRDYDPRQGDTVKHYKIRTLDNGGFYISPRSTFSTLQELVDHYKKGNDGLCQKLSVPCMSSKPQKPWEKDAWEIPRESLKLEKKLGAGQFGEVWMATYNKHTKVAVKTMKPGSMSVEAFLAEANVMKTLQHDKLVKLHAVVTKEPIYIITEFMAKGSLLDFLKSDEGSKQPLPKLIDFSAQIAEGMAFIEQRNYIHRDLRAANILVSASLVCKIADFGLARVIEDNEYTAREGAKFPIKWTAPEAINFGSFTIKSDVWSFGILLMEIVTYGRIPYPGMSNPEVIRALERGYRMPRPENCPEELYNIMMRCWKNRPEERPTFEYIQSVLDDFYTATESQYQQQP
* marks the source's active call; other numbers are inactive results; i = inactive; . = no result given; [ ] = another dose, or the depositor's remark. The list is partial; the hit share may differ from the screen's.

item	canonical_smiles	EP2 mod	L929 necroptosis	Calpain2 inh	14-3-3 Bad PPI	Rad51 HR inh	PGE2 EP2 inh	eIF4E 4G PPI	TbHK1 inh	Hck Nef HTS
1	C=CCN1C(=O)NC(=O)/C(=C/c2cc3c4c(c2)CCCN4CCC3)C1=O	-65	0.8	-32	-19	-76	14	12	-4	15
2	CC(=O)Nc1cc(C(=O)N2CCC3(CC2)OCCO3)ccc1S(=O)(=O)c1ccc(Cl)cc1	8	-0.1	18	.	9	8	.	-6	-1
3	CCCCN1CCC(O)(c2ccccc2)C(C(=O)c2ccccc2)C1 (stereo not drawn)	39	-1.0	-23	-9[fluorescence artefact?]	8	14	1	1	4
4	O=C(c1cc(-c2cccnc2)nc2ccc(Cl)cc12)N1CCC2(CC1)OCCO2	17	-1.2	-20	-5	3	12	4	-20	3
5	CN1CCN(/N=C/c2c(O)n(Cc3ccc(F)cc3)c(=O)[nH]c2=O)CC1	8	1.0	-15	4	-1	12	-1	-11	18
6	N#Cc1ccccc1Cn1cc(C(=O)c2ccccc2F)c2ccccc21	32	0.3	20	-2[fluorescence artefact?]	17	7	15	-2	3
7	C/C(=N\NC(=O)c1ccncc1)c1c(O)n(-c2ccccc2)c(=O)[nH]c1=O	-8	0.8	-17	-6	3	16	-3	-64	-18
8	Cn1c(O)c(C(=NCCc2c[nH]c3ccccc23)c2ccccc2)c(=O)n(C)c1=O	12	0.0	-6	-9	34	4	6	-4	7
9	CN1CCC(N(C)c2nc(-c3ccccc3)nc3ccccc23)CC1	-26	67	-34	-2	0	8	0	-16	-1
10	CC(C)n1cc(C(=O)N(CC(=O)NC2CCCC2)Cc2ccccc2)cn1	22	-0.5	13	-2[fluorescence artefact?]	9	3	0	4	-1
11	c1ccc2oc(N3CCNCC3)nc2c1	-6	-0.1	15	4	1	18	9	1	2
12	O=C(Cc1ccccc1)OCn1nnc2ccccc2c1=O	-26	0.2	-3	18	2	0	59*[fluorescence artefact?]	-3	5
13	COc1ccc(-c2[nH]ncc2CNC(C)Cc2cccc(C)n2)cc1F (stereo not drawn)	-20	-0.6	-17	-19	.	3	3	1	14
14	CCOC(=O)c1c(/N=C/C2C(=O)NC(=S)NC2=O)sc(C)c1C	4	2.1	-11	42	-64	4	12	-5	12
15	O=C(CN1CCCCC1)c1ccc2c(c1)OCO2	15	0.2	-20	1	.	6	-2	-9	16
16	C[N+](C)(C)CCc1ccc(O)cc1	7	-0.2	12	5	.	.	3	2	-2
17	OCC#CC[N+]1(CC#Cc2ccccc2)CCOCC1	-15	-1.9	1	-1	10	3	-2	2	15
18	Nc1c(C(=O)NCCN2CCOCC2)c2nc3ccccc3nc2n1Cc1ccccc1	-7	2.3	-299	3	.	6	-1	-29	95*
19	CCOC(=O)c1c(C)n(Cc2ccccc2)c2ccc(OCC(O)CN3C(=O)CNC3=O)cc12 (stereo not drawn)	32	-0.1	-112	-2	1	8	-3	-5	-1
20	COc1c(C)cc(C(=O)C2CCCN(C3CCOCC3)C2)cc1C (stereo not drawn)	-5	0.1	5	31	.	5	-3	6	11
21	C=CCn1c(O)c(C(CC)=NCCCO)c(=O)[nH]c1=O	1	1.8	-17	2	0	3	-2	1	1
22	C/C(CC(c1ccccc1)c1c(O)c2ccccc2oc1=O)=N\Nc1ccc([N+](=O)[O-])cc1[N+](=O)[O-] (stereo not drawn)	32	0.0	-17	1	.	13	-3	-31	22
23	O=C1N=c2ccccc2=C/C1=C\c1c(O)[nH]c(=S)[nH]c1=O	6	0.9	8	15[fluorescence artefact?]	3	2	7	-12	6
24	O=c1c2ccccc2nc(CN2CCCCCC2)n1-c1ccc(F)cc1	23	-1.1	-16	18	5	3	1	0	8
25	CC(C)NC(C)C(=O)c1ccc2ccccc2c1 (stereo not drawn)	-23	2.9	-55	-2	-5	5	2	-3	28

Going on with the list:
item	canonical_smiles	EP2 mod	L929 necroptosis	Calpain2 inh	14-3-3 Bad PPI	Rad51 HR inh	PGE2 EP2 inh	eIF4E 4G PPI	TbHK1 inh	Hck Nef HTS
26	COc1ccc(-n2c(/C=C3\C(=O)Nc4ccccc43)nc3ccccc3c2=O)cc1	-27	1.7	-25	-2	-31	3	-1	2	15
27	CC(=O)N1CCC2(CC1)CC(=O)c1cc(OCC(=O)N3CCN(C)CC3)ccc1O2	-18	0.2	i	-11	-3	4	8	-6	1
28	CC(=O)N1CCCSC1=Nc1ccccc1	12	3.3	-16	-3	6	5	1	-7	21
29	Cc1ccc(N2C(=O)NC(=O)/C(=C\c3cc(C)n(-c4sc5c(c4C#N)CCCC5)c3C)C2=O)cc1	-9	-0.9	-33	-9	13	15	5	-1	8
30	CCn1c(O)c(C(=O)CC2NCCc3ccccc32)c(=O)n(CC)c1=S (stereo not drawn)	-14	2.1	20	7	-18	.	6	0	0
31	O=[N+]([O-])c1ccc(Nc2ccccc2)cc1	-42	1.5	5	-39	4	6	-2[fluorescence artefact?]	-5	13
32	Clc1ccc(-c2nc3ccc(Cl)cn3c2CN2CCOCC2)cc1	-3	-0.1	15	11	1	8	2	-6	0
33	CCN1C(=O)NC(=O)/C(=C\c2ccc(N3CCOCC3)cc2OC)C1=O	-39	0.0	-1	-7	.	.	-1	-51	4
34	CCC(C)(C)n1nnnc1C(c1cccs1)N1CC=C(c2ccc(F)cc2)CC1 (stereo not drawn)	47	0.8	-10	-9	1	3	-12	0	2
35	ClCCNc1nc2ccc(Cl)cc2[nH]1	-11	0.0	-2	49	-4	10	5	-6	2
36	O=[N+]([O-])c1ccc(-c2ccccc2)c([As](=O)(O)O)c1	21	1.4	4	9	-2	9	6	-14	-5
37	N=c1c2c(n(Cc3ccc(Cl)cc3Cl)c3c1CCC3)CCCC2	26	-0.5	-14	-9	0	15	5[fluorescence artefact?]	12	-3
38	O=C1NC(=O)C(C/C=C/c2ccccc2)C(=O)N1	6	2.2	32	-2	21	14	15	-2	1
39	C=CCN1C(=O)NC(=O)/C(=C/c2ccc(N(C)C)c(Br)c2)C1=O	-10	-0.1	8	-4	.	5	1	-9	13
40	Cc1cc(C)cc(N2C(=O)NC(=O)/C(=C\C=C\c3ccco3)C2=O)c1	-81	0.1	16	20[fluorescence artefact?]	.	87*	7[fluorescence artefact?]	22	7
41	CCC(=O)N1N=C(c2c(O)n(CCc3ccccc3)c(=O)[nH]c2=O)CC1c1ccc(OC)c(OC)c1 (stereo not drawn)	5	-0.5	-30	-7	.	1	2	15	22
42	CC(C)Cc1nnc(NC(=O)CCC(=O)N2CCN(CCOC(c3ccccc3)c3ccccc3)CC2)s1	26	-0.4	9	6[fluorescence artefact?]	-3	2	-6[fluorescence artefact?]	-7	1
43	O=C1C(=O)c2cccc3cccc1c23	33	0.3	-2	12	10	8	3	3	3
44	Cc1ncc([N+](=O)[O-])n1CCOC(N)=O	2	0.0	19	3	-4	9	-2	-24	-3
45	COc1cccc(-c2cc(C(F)(F)F)n3nc(C(=O)N4CCC5(CC4)OCCO5)cc3n2)c1	-40	0.5	-103	10	2	10	8	-21	2
46	Fc1ccc(C(OCCN2CCCC2)c2ccc(Br)cc2)cc1 (stereo not drawn)	-34	1.1	0	20	5	8	3	23	1
47	O=C1CC[C@@]2(O)[C@H]3Cc4ccc(O)c5c4[C@@]2(CCN3CC2CC2)[C@H]1O5	20	0.8	-2	5	5	14	3	0	-1
48	O=c1[nH]c(=O)n(-c2cccc(Cl)c2)c(O)c1/C=N/c1ccccn1	47	-0.1	19	0[fluorescence artefact?]	-4	10	9	-1	2
49	CC[N+](CC)(CC)CCCOC(=O)C(O)(c1ccccc1)C1CCCCC1 (stereo not drawn)	5	-0.3	-17	10	3	6	3[fluorescence artefact?]	4	-17
50	Cc1ccc2c(c1)C1CN(C)CCC1N2C(=O)Cc1cccs1 (stereo not drawn)	-13	0.6	15	-14	5	6	-1	-24	-10

Record cards, as listed above:
`CC(=O)N1CCC2(CC1)CC(=O)c1cc(OCC(=O)N3CCN(C)CC3)ccc1O2` as listed: EP2 mod: -18; L929 necroptosis: 0.2; Calpain2 inh: i; 14-3-3 Bad PPI: -11; Rad51 HR inh: -3; PGE2 EP2 inh: 4; eIF4E 4G PPI: 8; TbHK1 inh: -6; Hck Nef HTS: 1
`CCN1C(=O)NC(=O)/C(=C\c2ccc(N3CCOCC3)cc2OC)C1=O` as listed: EP2 mod: -39; L929 necroptosis: 0.0; Calpain2 inh: -1; 14-3-3 Bad PPI: -7; Rad51 HR inh: .; PGE2 EP2 inh: .; eIF4E 4G PPI: -1; TbHK1 inh: -51; Hck Nef HTS: 4

Later entries:
item	canonical_smiles	EP2 mod	L929 necroptosis	Calpain2 inh	14-3-3 Bad PPI	Rad51 HR inh	PGE2 EP2 inh	eIF4E 4G PPI	TbHK1 inh	Hck Nef HTS
51	CCN1CCN(CC(=O)c2c(C)n(Cc3ccccc3)c3ccc(OC)cc23)CC1	-11	-0.3	-12	-11[fluorescence artefact?]	1	6	2	-4	8
52	COC(=O)C1C(OC(=O)c2ccccc2)CC2CCC1N2C (stereo not drawn)	-15	0.3	-7	-2	-1	15	-1	-10	7
53	O=c1cccc2n1CC1CC2CN(c2ncnc3c2cnn3-c2ccccc2)C1 (stereo not drawn)	2	-1.3	0	1	2	11	-7	3	-1
54	CN(C)C(=O)Oc1ccc(OCc2n(C)c3ccccc3[n+]2C)cc1	15	0.2	-1	-8[fluorescence artefact?]	16	4	-8	4	4
55	CCCOC(=O)C1C2c3ccccc3C(c3ccccc32)C1C(=O)O (stereo not drawn)	35	1.9	-14	9	-9	3	-1	2	20
56	CC1(C)C2CC=C(CN3CCOCC3)C1C2 (stereo not drawn)	-2	-1.0	-3	3	3	11	-1[fluorescence artefact?]	-1	-2
57	Cc1cc(C(=O)Nc2ccccc2)nn1C(C)(C)C	-21	9.8	6	3	23	5	-1	10	4
58	CCOC(=O)c1c(C)n(Cc2ccccc2)c2ccc(OCC(O)Cn3nc(C)nc3C)cc12 (stereo not drawn)	5	0.4	-105	6	.	.	3	-2	1
59	CCOC(=O)c1c(N)n(Cc2ccco2)c2nc3ccccc3nc12	8	0.3	i	11[fluorescence artefact?]	-4	2	3	-11	35
60	CC(=O)Nc1ccc(OCCF)cc1	11	-1.2	21	-4	21	5	-2	4	11
61	COc1cc(C(=O)N/N=C/C23CC[C@@H](O)CC2(O)CC[C@@H]2[C@@H]3CCC3(C)C(C4=CC(=O)OC4)CCC23O)ccc1O (stereo partly drawn)	-1	1.1	-7	-2	-1	12	3	-19	15
62	Cn1c(O)c(/C=C/C=Nc2ccccc2)c(=O)n(C)c1=S	-13	0.8	-63	5	i	10	-1	17	31

Bioassay records from PubChem BioAssay.
